Source: PubChem
Hsp70 inhibitors = Hsp70 inhibitors, probe displacement, primary screen, biochemical, fluorescence polarization (AID 583); 0.06% of 140,000 active; Heat shock 70 kDa protein 1A (Homo sapiens); one-dose displacement, % at 20 µM; IC50 in µM for titrated hits; Hsp70 fluorescence polarization probe displacement, mP; higher % means a stronger effect; in the data active means displacement above about 50%;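 further: plate controls were vehicle for no effect and reference ligand for full effect; a part of the inactive calls stands beside numbers as strong as those of hits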
MKP-3 inhibition = MKP-3 phosphatase inhibitors, primary screen, biochemical, rat enzyme, in vitro (AID 425). Dual specificity protein phosphatase 6 (Rattus norvegicus). recombinant MKP-3 phosphatase activity, fluorescence; higher % means a stronger effect. inhibition, % at 20 µM, or IC50 in µM where a hit was titrated. 0.17% of 110,000 active; in the data active means inhibition above about 50%;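 further: plate controls were vehicle for no effect and reference inhibitor for full effect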
* marks the source's active call; other numbers are inactive results; · = no result given; & = joins results of further samples.

SMILES | Hsp70 inhibitors | MKP-3 inhibition
CC1=C/C(=N\OC2=C(O/N=C3/C=CC(=O)C(C)=C3)C(=O)c3ccccc3C2=O)C=CC1=O | 1.1% | 42.8%
O=c1oc2ccc([N+](=O)[O-])cc2c(SCCNc2ccccc2)c1[N+](=O)[O-] | 2.1% | 0.0%
O=C(CSc1nc2ccccc2s1)c1ccc2ccccc2c1 | 3.1% | -0.8%
COc1ccc(C)cc1-n1nnnc1SCC(=O)N1CCC(C(=O)Nc2nccs2)CC1 | -3.6% | 2.2%
CCOC(=O)N1CCC(NC(=O)c2cc(S(=O)(=O)N3CCCC3)cn2C)CC1 | 2.9% | 10.6%
O=C(c1ccccc1)N1CCN(CCCc2ccccc2)CC1 | 2.1% | 3.9%
Cc1nc2cc(N=Cc3ccc(Br)cc3)ccc2n1C | 6.3% | 0.5%
O=C(c1ccccc1-c1nc(-c2ccccc2)no1)N1CCOCC1 | 3.9% | ·
CCOC(=O)Nc1cc(OC)c(OC)cc1Cc1nccc2cc(OC)c(OC)cc12 | 1.7% | -11.0%
CNC(=O)CSc1nnc(-c2cc3c(C)nn(-c4ccccc4)c3s2)n1C | 0.2% | 4.8%

Carrying on:
SMILES | Hsp70 inhibitors | MKP-3 inhibition
O=C(O)c1cccc(S(=O)(=O)N(CCO)CCO)c1 | 3.5% | 1.8%
Cc1ccc(S(=O)(=O)c2c(N)n(CC3CCOC3)c3nc4ccccc4nc23)cc1 (configuration not stated) | 1.4% | 11.8%
O=C(COC(=O)c1cccs1)c1ccc2c(c1)OCCO2 | · | -6.5%
O=C1CC(N2CCCN(C3CC(=O)N(c4ccc(F)cc4)C3=O)CC2)C(=O)N1c1ccc(F)cc1 (configuration not stated) | 0.2% | -6.7%
COc1ccc(C2CC(=O)C3=C(C2)Nc2ccccc2NC3c2cc3c(cc2[N+](=O)[O-])OCO3)cc1 (configuration not stated) | -3.9% | 1.2%
COCCOC(=O)c1ccc(NC(=O)COc2ccc(Br)cc2)cc1 | -1.7% | 5.5%
O=S(=O)(O)CCN1CCOCC1 | -4.7% | 7.3%
COc1ccc(C)cc1S(=O)(=O)N1CCN(c2cccc(C(F)(F)F)c2)CC1 | 7.4% | 0.9%
O=C(O)COc1cccc(NC(=O)C2CCCO2)c1 (configuration not stated) | -3.9% | -11.9%
COC(=O)c1ccc(NC(=S)NC(=O)c2ccn(C)n2)cc1 | -1.0% | 2.9%

Additional records follow:
SMILES | Hsp70 inhibitors | MKP-3 inhibition
O=C(CCCC(=O)N1CCc2ccccc21)N1CCc2ccccc21 | 2.0% | -14.8%
CCOC(=O)CNC(=O)c1c2c(nc3ccccc13)CCCC2 | -1.5% | -6.4%
CC(=O)C1=C(O)C(=O)N(CCc2c[nH]c3ccccc23)C1c1ccc(O)cc1 (configuration not stated) | 2.6% | -3.6%
CCOc1cc(/C=N/NC(=O)c2ccncc2)ccc1OC(=O)c1ccc([N+](=O)[O-])cc1 | 2.4% | -0.6%
CC(C)CC(NC(=O)COc1ccccc1)C(=O)O (configuration not stated) | -3.8% | -1.8%
CS(=O)(=O)NCCSc1nnnn1-c1ccccc1 | 7.3% | 2.9%
Cc1ccc(-c2ccc(OCC(=O)Nc3ccc(S(=O)(=O)Nc4nccs4)cc3)cc2)cc1 | -2.3% | 2.2%
CC(=O)N=c1sc2ccccc2n1C | 5.7% | -1.9%
CCC(C(=O)Nc1ccccc1C(=O)N1CCOCC1)N1C(=O)c2ccccc2C1=O (configuration not stated) | -0.7% | ·
COc1ccc(C(=O)CC2OC(=O)c3c2ccc(OC)c3OC)cc1 (configuration not stated) | -1.0% | ·

Next results follow.
SMILES | Hsp70 inhibitors | MKP-3 inhibition
CC(C)Nc1nc(N(c2ccccc2)c2ccccc2)nc(-n2ccnc2)n1 | -4.6% | -5.1%
Cc1ccc(SCC(=O)Nc2ccccc2)cc1 | -5.2% | -6.0%
S=c1[nH]nc(-c2cc(-c3ccco3)[nH]n2)n1-c1ccccc1 | 1.3% | ·
CCn1nc(C(=O)OCC(=O)c2c[nH]c3ccccc23)c2ccccc2c1=O | -1.7% | -4.8%
CCOC(=O)Cn1cnc2c(cnn2-c2ccc(Cl)cc2)c1=O | -0.7% | -4.1%
Cc1ccc2c(COC(=O)c3cnc(C)cn3)cc(=O)oc2c1 | 1.6% | -5.1%
CSc1cccc(NC(=O)CSc2nnc(C)s2)c1 | 7.8% | -12.1%
O=[N+]([O-])c1ccc(-n2ncnc2-c2ccc(F)cc2)cc1 | -1.5% | 1.9%
O=C(Cc1cc(=O)[nH]c(=O)[nH]1)N1CCC(Cc2ccccc2)CC1 | -3.1% | -4.5%
COc1ccc(C(=O)Oc2cccc3c(OC)ccc(C=O)c23)cc1 | -1.0% | 3.9%

Going on with the list:
SMILES | Hsp70 inhibitors | MKP-3 inhibition
C/C(=C\C(=O)c1ccc(C)cc1)Nc1ccc(Br)c(C)c1 | -1.8% | 2.7%
Cc1nnc(N(CCC#N)CCC#N)s1 | 1.7% | -9.7%
COc1ccc2nc(-c3ccccc3)[nH]c2c1 | 4.2% | -13.5%
CN/S(=N/S(=O)(=O)c1ccccc1)c1ccc(C)cc1 (configuration not stated) | -0.5% | 10.1%
COc1cccc2c(Cl)cc(C)nc12 | 4.2% | -2.4%
O=C(NC12CC3CC(CC(C3)C1)C2)N1CCN(C(=O)C2CCCO2)CC1 (configuration not stated) | -0.2% | 1.5%
Cc1ccc(C(=O)c2coc3c2C(=O)C(=O)C(Cl)=C3Cl)cc1 | 8.5% | 8.9%
CC(C)COc1nc2ccccc2nc1C(C#N)C(=O)NC1CCCCC1 (configuration not stated) | -24.7% | 2.4%
O=C(Nc1cccc(I)c1)c1ccc2c(c1)C(=O)N(CC1CCCO1)C2=O (configuration not stated) | -1.6% | 0.4%
O=C1c2ccccc2C(=O)N1Cc1nc2ccccc2c(=O)n1Cc1ccccc1 | 4.5% | 1.8%

Later entries.
SMILES | Hsp70 inhibitors | MKP-3 inhibition
COc1ccc(NC(=O)CCN2C(=O)S/C(=C/c3ccc(OC)c(OC)c3)C2=O)cc1 | -5.6% | 0.9%
C#Cc1cccc(NC(=O)c2ccc(OC)cc2)c1 | 2.8% | 4.3%
O=C(O)/C=C\C(=O)OCCCC(F)(F)C(F)(F)F | 5.8% | -1.6%
CCOc1cccc(/C=N/N2CCN(Cc3cccc4ccccc34)CC2)c1O | -0.9% | 1.5%
COc1cc(C(=O)N(Cc2cc3ccccc3[nH]c2=O)CC2CCCO2)cc(OC)c1OC (configuration not stated) | 0.8% | -4.9%
C=CCn1c(SCCOc2ccc(OC)cc2)nnc1C(NC(=O)c1ccc(OC)cc1)C(C)C (configuration not stated) | -3.7% | ·
CCCCC(=O)Nc1cccc(-c2nn3c(C)nnc3s2)c1 | 2.4% | -7.7%
COc1ccc(N2C(=O)C3C4C=CC(C5CC45)C3C2=O)c([N+](=O)[O-])c1 (configuration not stated) | -7.3% | 2.5%
N#CC1=C(N)OC2=C(C(=O)CCC2)C1C1C=CCCC1 (configuration not stated) | 2.3% | -1.4%
CN=C1CC(SC)=C1c1ccc(C)cc1 | 7.1% | ·

Remaining list, next part.
SMILES | Hsp70 inhibitors | MKP-3 inhibition
CCCCOC(=O)c1ccc(NC(=O)CSc2nnc(N)s2)cc1 | -3.1% | 1.3%
CC1(C)CC2CC(C)(CN2C(=O)CCCN2C(=O)c3ccccc3C2=O)C1 (configuration not stated) | 3.0% | -6.1%
CCOC(=O)c1ccc(NC(=O)CN(Cc2ccc(Cl)cc2)S(C)(=O)=O)cc1 | -3.4% | ·
Oc1ccccc1C1=NOC(O)(C(F)(F)F)C1 (configuration not stated) | · | 2.3%
O=C(CC1Sc2ccccc2NC1=O)Nc1cccc(C(=O)O)c1 (configuration not stated) | 4.9%&-4.7% | -2.0%&0.7%
O=C(N=Nc1c(O)[nH]c2c(Br)cc(Br)cc12)c1ccccn1 | 1.5% | -1.3%
Cc1nc(-c2cccc(S(=O)(=O)N3CCCC(C)C3)c2)cs1 (configuration not stated) | 6.0% | ·
CCOC(=O)C(C)(C)Sc1nc2c(cnn2-c2ccc(C)cc2)c(=O)[nH]1 | 1.4% | 5.0%
CCOC(=O)c1c(N)n[nH]c1-c1ccccc1 | -3.3% | ·
Cc1nccn1CCC(=O)O | 5.9% | -0.8%

Further structures
SMILES | Hsp70 inhibitors | MKP-3 inhibition
O=Cc1cn(-c2ccccc2)nc1-c1ccc(Cl)cc1 | -1.4% | 1.2%
Cc1cc(NC(=O)CSc2nc(-c3ccccc3)c(C#N)c(=O)[nH]2)no1 | -4.8% | -2.3%
O=C1CS/C(=C/C(=O)c2ccccc2)N1 | -2.8%&1.1% | 5.0%&0.3%
O=C(NCc1ccco1)c1cc2n(n1)C(C(F)(F)F)CC(c1ccc(Cl)c(Cl)c1)N2 (configuration not stated) | 2.6% | -4.3%
COc1ccc(C=C2C(=O)c3ccccc3C2=O)c(OC)c1 | 7.2% | -0.3%
CCN(CC)S(=O)(=O)c1c(Br)cc(C)cc1Br | 3.1% | ·
CCNCCNC(=O)c1c(O)c2cccc3c2n(c1=O)CCC3 | 6.1% | -1.8%
O=C(Cn1nc(-c2ccccc2)c2ccccc2c1=O)Nc1ccccn1 | 0.1% | -14.8%
Cc1cc(C)nc(N2CCCC(C(=O)Nc3ccc4c(c3)OCO4)C2)n1 (configuration not stated) | 2.1% | -4.9%
Cc1cc(C(=O)OCC(=O)N2CCN(C(=O)c3ccco3)CC2)c(C)n1-c1ccc(F)cc1 | 1.1% | -4.6%

(further entries)
SMILES | Hsp70 inhibitors | MKP-3 inhibition
COc1ccc(OCC(=O)Nc2ccccc2OC(F)F)cc1 | -6.5% | -21.1%
CCCOC(=O)c1ccc(-n2nnnc2SCC(=O)N2CCCCC2)cc1 | -7.6% | 3.9%
CC1(C)CC(=O)C=C(NCc2cccs2)C1 | 3.9% | -2.9%
O=C(CSc1nnnn1-c1cccc2ccccc12)N1CCOCC1 | -2.8% | -4.1%
O=C1C=C(NNC(=O)c2ccc(Cl)cc2)CC(c2ccco2)C1 (configuration not stated) | -1.2% | 2.9%
Cn1c(=O)c2c(nc(SCC(=O)Nc3ccc(F)cc3)n2C)n(C)c1=O | 3.8% | 3.3%
CCC1CCCCN1C(=O)CSc1nnc(-c2ccco2)o1 (configuration not stated) | 0.8% | -6.3%
Cc1ccc(C(=O)Nc2ccc(C(=O)O)cc2)o1 | 3.7% | 3.6%
Cc1ccc(-c2csc(N)c2C(=O)OC(C)C)cc1C | 3.0% | 5.2%
Cc1cc(NC(=O)CSc2nnc3c4ccccc4n(C)c3n2)no1 | -0.9% | -0.6%

Next results:
SMILES | Hsp70 inhibitors | MKP-3 inhibition
CN(C)c1ccc(NC(=O)Nc2cccc(Cl)c2)cc1 | 0.4% | -8.0%
CC1=NN(c2ccc(S(N)(=O)=O)cc2)C(=O)/C1=C\c1ccc(-c2ccc(Cl)c(C(=O)O)c2)o1 | 1.3% | 5.7%
CC(C)(C)NC(=O)c1ccc2c(c1)C(=O)N(C1CCCCC1)C2=O | -5.8% | 1.5%
CCc1nnc(NC(=O)c2ccc(S(=O)(=O)N3CCOCC3)cc2)s1 | 0.1% | -11.5%
Cc1cc(NC(=O)COC(=O)c2n[nH]c3ccccc23)no1 | 4.3% | -8.7%
O=C(Oc1c(Br)cc(Br)cc1/C=N/NC(=O)c1ccccn1)c1ccc2c(c1)OCO2 | -0.2% | 5.8%
CC(C)NCCN1CCn2c1nc1ccccc12 | 1.7% | -2.2%
Cc1nn(-c2ccccc2)c(C)c1/C=N\NC(=O)c1cc(C(C)(C)C)[nH]n1 | 0.0% | 1.0%
CCc1cc2c(=O)c(-c3ccon3)c(N)oc2cc1OC | -4.1% | -11.9%
COc1ccc(C)cc1NC(=O)C(=O)NCC(C)C | -3.0% | 2.7%

One compound at a time, as listed above:
CN(C)c1ccc(NC(=O)Nc2cccc(Cl)c2)cc1 is listed with Hsp70 inhibitors = 0.4%; MKP-3 inhibition = -8.0%
CCc1nnc(NC(=O)c2ccc(S(=O)(=O)N3CCOCC3)cc2)s1 is listed with Hsp70 inhibitors = 0.1%; MKP-3 inhibition = -11.5%

(continued)
SMILES | Hsp70 inhibitors | MKP-3 inhibition
NNC(=O)/C(=C\c1ccc(Cl)cc1)NC(=O)c1ccccc1 | 4.2% | 0.7%
CC1(C)CC(=O)C2=C(C1)OC(N)=C(C#N)C2c1ccccc1 (configuration not stated) | 3.0% | -6.2%
O=C(CCCN1C(=O)c2ccccc2C1=O)N(Cc1ccccc1)Cc1ccccc1 | · | 2.9%
CCN1CCN(/C=N/c2nc(C)cs2)CC1 | 11.0% | -12.0%
CC(=O)c1cccc(NC(=O)N[C@@H](CC(C)C)C(=O)O)c1 | -4.1% | -9.1%
CCOC(=O)c1sc(=S)n2c1[nH]c(=O)c1ccc(C(=O)OC)cc12 | -0.2% | 4.1%
Cc1ccc(-c2nc3sc4c(c3c(=O)n2N)CC(C)(C)OC4)cc1 | 2.0% | ·
COC(=O)c1ccc(CSc2nnc(CNC(=O)c3ccc(OC)cc3)o2)o1 | 0.9% | ·
O=C(COC(=O)C1c2ccccc2Oc2ccccc21)Nc1ccc2c(c1)OCO2 | -3.5% | -5.6%
CC(=O)Nc1cccc(OC2=NS(=O)(=O)c3ccccc32)c1 | -2.7% | -2.0%
Fc1ccc(Cc2nnc(-c3cccs3)o2)cc1 | -4.9% | 2.2%
O=C(COC(=O)Cc1cn2ccsc2n1)NC12CC3CC(CC(C3)C1)C2 | 1.4% | -6.7%
COc1ccc2c(c1)NC(C)(C)c1sn(-c3ccccc3)c(=S)c1-2 | -0.1% | -0.7%

Only part of the results is shown; count on the stated rates, not on these rows.
